APP 5'UTR act: activates APP 5'UTR luciferase reporter. SH-SY5Y APP 5'UTR luciferase reporter, luminescence; zero percent = DMSO vehicle wells. AID 1276. hit rate 1% among 190,000. activation, % at 2 µM;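 active = activation above a set limit, based on mean plus 3 SD of controls, cut at about 140% in these data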; also: values of inactives mirror those of a sister screen read the other way
FLuc inh counter: inhibits firefly luciferase, flagging false hits in luciferase inhibition screens; P08659; ATPLite firefly luciferase biochemical luminescence, 10 min; inhibition, % at 10 µM; hit rate 1.5% among 200,000;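 active = inhibition above about 50% when tested at 10 µM, limit read from the data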
Target sequence (P08659 whole entry, looked up): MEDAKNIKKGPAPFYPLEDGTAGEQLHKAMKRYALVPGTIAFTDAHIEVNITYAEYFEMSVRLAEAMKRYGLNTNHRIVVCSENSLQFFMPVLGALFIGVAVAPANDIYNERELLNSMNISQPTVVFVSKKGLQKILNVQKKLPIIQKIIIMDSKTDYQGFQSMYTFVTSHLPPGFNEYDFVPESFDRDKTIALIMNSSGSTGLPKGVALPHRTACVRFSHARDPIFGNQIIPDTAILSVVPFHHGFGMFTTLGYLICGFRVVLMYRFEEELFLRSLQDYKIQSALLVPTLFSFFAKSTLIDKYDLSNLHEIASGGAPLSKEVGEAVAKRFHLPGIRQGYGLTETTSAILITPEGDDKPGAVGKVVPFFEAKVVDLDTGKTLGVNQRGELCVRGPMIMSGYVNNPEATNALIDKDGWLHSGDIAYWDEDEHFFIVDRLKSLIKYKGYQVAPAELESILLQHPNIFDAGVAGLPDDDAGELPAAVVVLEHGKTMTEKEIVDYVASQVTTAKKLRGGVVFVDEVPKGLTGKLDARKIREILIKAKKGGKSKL
Hsp70 act: Hsp70 transcriptional activation, primary screen; activation, % at 10 µM; AID 1203; HeLa Hsp70 promoter luciferase reporter, luminescence; scaled: vehicle 0, proteasome-inhibitor control 100%; hit rate 0.04% among 200,000;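 active = activation above the mean across all tested compounds plus 3 SD, cutoff set per campaign, cut at about 5.5% in these data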;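 also: 100% = MG132 at 30 µM as the positive control and 0% = DMSO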
STAT1 blocker: reduces IFN-gamma driven STAT1 reporter signal. hit rate 0.35% among 200,000. inhibition, % at 5.5 µM. NIH 3T3 STAT1-luciferase reporter, luminescence;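 active = inhibition above a set limit, the mean inhibition across all tested compounds plus 3 SD, cut at about 34% in these data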;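 also: 0% = IFN-gamma with DMSO and 100% = IFN-gamma with 300 µM nifuroxazide; values of inactives mirror those of a sister screen read the other way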
STAT3 blocker: inhibitors of IL-6 induced STAT3 signaling | inhibition, % at 5.5 µM | hit rate 0.89% among 190,000 | U3A cells, IL-6 STAT3-luciferase reporter, luminescence; host cell line lacks STAT1;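 active = inhibition above the mean inhibition across all screened compounds plus 3 SD, cut at about 44% in these data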;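 also: 0% = DMSO only wells and 100% = 100 µM nifuroxazide control wells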
STAT3 act: increases IL-6 driven STAT3 reporter signal | AID 871 | activation (% of control), % at 5.6 µM | U3A cells, IL-6 STAT3-luciferase reporter, luminescence; 100% = signal with IL-6 EC80 alone | hit rate 0.91% among 190,000;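 active = activation above the screen-wide mean of compound activation plus 3 SD, cut at about 130% in these data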;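 also: 0% = background luminescence of wells with medium and substrate only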
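Material: STAT1-lacking human U3A cells, STAT3 luciferase reporter | Benchmarks: IL-6-only wells as 100% reference | Probe or stimulus: IL-6 (33 ng/mL) | Timing: Compound 1 h, then IL-6 6 h at 37 °C | Detection: Luminescence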
RAM network inh: yeast RAM network inhibition; S. cerevisiae dse1pr::URA3 reporter, 5-FOA growth OD615, 2 d; analog-sensitive cbk1-as2 kinase mutant strain; inhibition, % at 50 µM; hit rate 1.8% among 190,000;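 active = inhibition above a set limit, 3 SD over mean compound inhibition, cut at about 8.4% in these data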;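 also: 0% = DMSO-only wells with no growth and 100% = 10 µM 1-NA-PP1 full growth; inhibition rescues growth on 5-FOA so higher OD means more RAM inhibition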
STAT1 act: STAT1 signaling activation; NIH 3T3 STAT1-luciferase reporter, IFN-gamma, luminescence; 100% = IFN-gamma alone, no compound; activation (% of control), % at 5.5 µM; hit rate 2.6% among 200,000;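 active = activation above the screen-wide mean activation plus 3 SD, cut at about 130% in these data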;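 also: raw ratio to IFN-gamma control signal so 100% means no change and 0% no light; values of inactives mirror those of a sister screen read the other way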
APP 5UTR inh: APP translation inhibition | SH-SY5Y APP 5'UTR-luciferase reporter, luminescence | inhibition, % at 2 µM | AID 1285 | hit rate 0.82% among 190,000;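 active = inhibition above a set limit, derived from the sample mean plus 3 SD, cut at about 45% in these data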; also: values of inactives mirror those of a sister screen read the other way
NF-kB neuron act: NF-kB expression increase, human neuronal cells; AID 1239; hit rate 1.6% among 190,000; NF-kB reporter expression; active compounds read high; fold change at 12.5 µM; in the data active = fold change above about 3.3
Starred values were filed as active, the others as inactive; . = not tested or not shown.

SMILES	APP 5'UTR act	STAT1 blocker	STAT3 act	NF-kB neuron act	RAM network inh	FLuc inh counter	STAT3 blocker	APP 5UTR inh	STAT1 act	Hsp70 act
COc1ccc(-c2nc(C#N)c(N3CCC(C(N)=O)CC3)o2)cc1OC	-2	-4	106	0.88	1.6	-8	-2	2	103	0.1
O=C(NC(=S)Nc1cc(C(F)(F)F)ccc1N1CCOCC1)c1ccc(-c2cccc(Cl)c2)o1	-4	0	104	1.2	2.5	-7	-10	4	100	-0.3
COc1cc(N2CCCC2)ccc1C=O	-4	3	97	1.2	0.4	0	8	4	96	-0.1
CC(C)CCOc1ccc(C2(C)NC(=O)N(CN3CCOCC3)C2=O)cc1 (stereo unspecified)	12	1	86	1	3.3	-5	22	-12	98	0.0
COc1ccc(C(=O)NCC(=O)N/N=C/C(C)=C/c2ccco2)cc1OC	-4	4	95	1.2	1.4	0	10	4	96	-0.2
Cc1ccc(C(=O)CSc2nc(-c3ccccc3)cc(=O)[nH]2)cc1	-7	-10	101	1.6	3.0	4	2	7	107	-0.3
CC1Oc2ccccc2C=C1C1/C(=C(/O)c2ccccc2)C(=O)C(=O)N1CCCN(C)C (stereo unspecified)	12	-1	103	0.98	0.5	-4	-3	-12	101	0.4
COc1ccc(N(C(=O)c2ccccc2OC(C)=O)C(C)C2CC2)cc1 (stereo unspecified)	4	13	117	1.1	0.3	-10	-20	-4	88	-0.3
COc1ccc(OC)c(NC(=O)c2sc3nc(Cc4ccccc4)cc(C(F)(F)F)c3c2N)c1	-2	1	98	1.1	3.9	-2	8	2	99	-0.3
CCCCCn1c(CN2CCN(Cc3ccccc3)CC2)nc2c1c(=O)n(C)c(=O)n2C	10	1	96	0.59	0.5	-2	8	-10	99	-0.1
Cc1ccc(C(=O)Oc2ccc(Cl)c3cccnc23)cc1[N+](=O)[O-]	5	4	86	1.2	1.3	-1	27	-5	96	0.0
COc1ccc(S(=O)(=O)NCc2ccc(C(=O)N(C)Cc3ccco3)cc2)cc1	8	4	102	1.1	0.1	-9	-1	-8	97	-0.1
O=C(/C=C/c1ccco1)NC1CCCC1	0	-4	102	1.5	0.2	-3	-1	0	103	-0.4
COc1ccc(CNC(=O)C2CC(c3ccc(OC)cc3)=NO2)cc1 (stereo unspecified)	1	0	93	1.2	3.0	-10	12	-1	100	0.8
c1ccc(COc2ccc(CNCc3cccs3)cc2)cc1	1	-7	103	1.4	-0.3	0	2	-1	106	0.0
CCCn1c(SCC(=O)NCc2ccc(Cl)cc2)n[nH]c1=O	-7	-7	114	0.99	0.1	-8	-12	7	105	-0.2
CCCCOC(=O)Nc1ccc(N2CCCCC2)cc1	103	-44	94	6.1*	-0.5	42	10	-103	140*	0.1
O=C(NCc1cccs1)NC1CCCCC1	5	-12	106	1.4	-0.2	5	-2	-5	111	0.1
Cc1cc(C(=O)Nc2ccccc2C(=O)O)ccc1NC(=O)COc1cccc([N+](=O)[O-])c1	16	-2	94	0.97	5.8	10	11	-16	99	-0.4
c1cncc(-c2nn[nH]n2)c1	2	-9	104	0.98	0.8	-3	-2	-2	108	0.0
COc1ccc(-c2csc(CCn3nc(C)cc3C)n2)cc1	14	-13	88	1.4	-1.1	0	15	-14	110	-0.3
COc1ccc(-n2c(Cc3cccn3C)nnc2SCC(=O)N2CCOCC2)cc1	0	-8	104	1	0.0	-9	-4	0	108	-0.2
COc1ccc(NC2=CC(=O)CC(c3ccc(C)cc3)C2)c(OC)c1 (stereo unspecified)	5	1	100	.	.	.	9	-5	103	-0.1
CCN(CC)c1nc(C(N)=O)cc(-c2ccccc2)n1	4	-3	90	1	0.3	-1	23	-4	103	0.3
CCCCCCNC(=O)CC(NS(=O)(=O)c1ccc(OC)cc1)C(C)C (stereo unspecified)	18	-6	98	1	2.9	-7	6	-18	105	0.1
Cc1ccc(NC(=O)CN2C(=O)S/C(=C/c3ccc(O)c([N+](=O)[O-])c3)C2=O)cc1C	7	-9	107	1	1.9	-2	-5	-8	106	-0.3
O=C(N/N=C/c1ccc(N2CCOCC2)o1)c1cccc([N+](=O)[O-])c1	7	-6	102	1.2	2.5	-6	-1	-8	106	0.2
O=C(Nc1nnc(Cc2ccccc2)s1)c1cccnc1	-13	-5	103	1.3	1.7	10	0	13	103	0.1
CC(=O)c1ccc(N2CCN(C(=O)COc3ccccc3F)CC2)c(F)c1	12	-10	105	1.1	2.6	-2	-3	-12	109	0.2
CCOC(=O)CSc1nc2ccccc2c(=O)n1-c1ccc(C(=O)NCCOC)cc1	-14	-1	99	1	0.9	-5	5	14	101	0.4
CCOC(=O)C/C(C)=N\Nc1ccc([N+](=O)[O-])cc1[N+](=O)[O-]	1	27	95	1.4	0.0	7	14	-1	73	0.0
CCN=C1SC(CC(=O)Nc2ccc(C)cc2)C(=O)N1CC (stereo unspecified)	4	4	95	0.86	1.6	-5	10	-4	96	-0.6
Cc1ccc(/C=N/Nc2nnc(Cc3ccccc3)c(=O)[nH]2)o1	8	11	90	0.99	3.5	1	16	-8	91	0.1
CCN(CC)C(=O)c1[nH]cnc1C(=O)N[C@@H](C)C(=O)OCc1ccccc1	24	3	.	0.89	0.6	-7	.	-24	99	0.2
CC12COC3(C(=O)Nc4ccc(Cl)cn4)CC1CCC32C (stereo unspecified)	6	6	95	1.3	2.6	-2	10	-6	94	-0.3
CC(C)CCSc1cc(NCCO)c([N+](=O)[O-])c2nonc12	-14	9	94	1	1.4	-3	9	14	90	-0.6
Cn1cc(/C=C/C(=O)N2CCCC(C(=O)c3cccc(C(F)(F)F)c3)C2)cn1 (stereo unspecified)	5	16	96	1.1	0.4	-2	10	-5	84	0.0
COc1ccc(/C=C/C(=O)OCC(=O)Nc2ccc(C)cc2)cc1S(=O)(=O)N1CCOCC1	-17	9	97	1.1	1.6	-10	6	17	92	-0.1
Cn1cc(CC(=O)N2CCN(c3ccccc3F)CC2)c2ccccc21	9	-5	102	1	2.2	-8	3	-9	105	-0.2
COc1cc(CNn2c(C)n[nH]c2=S)cc(Cl)c1OCc1ccc(F)cc1	11	1	88	1.2	12*	-7	12	-10	99	0.3
Cc1ccc(C)c(NC(=O)C2C3CCCC2C3c2ccccc2)c1 (stereo unspecified)	-1	-2	93	0.91	2.9	-5	10	1	102	0.0
CCn1c(C)cc2c(c1=O)C(c1ccncc1)C(C#N)=C(N)O2 (stereo unspecified)	-7	-2	98	1	4.2	-4	9	7	103	-0.1
CCC1(C)Cc2c(sc3nc4n(c(=O)c23)CCCS4)CO1 (stereo unspecified)	14	-1	93	.	.	.	11	-14	101	-0.2
COc1cnc(-c2ccccn2)nc1Sc1ccccc1	-22	-5	104	0.93	-0.9	0	1	22	105	-0.3
CC(=O)c1ccc(OCCCN2CCCCC2)cc1	-6	7	95	1.1	-0.1	-4	10	6	94	0.1
CC12CC3(C)CC(C)(C1)CC(C(=O)NC1=NCCS1)(C2)C3	-21	4	101	.	.	.	2	21	97	-0.3
N#Cc1ccccc1NC(=O)COC(=O)CCc1ccc(S(=O)(=O)N2CCCCC2)cc1	-11	-5	110	1.1	0.0	-3	-17	11	104	-0.4
Cc1ccc(C(=O)N/N=C\c2ccc(Br)o2)o1	11	2	97	1.4	4.1	1	9	-11	98	-0.1
CCOC(=O)N1CCN(c2c(NCCCN(CC)Cc3ccccc3)c(=O)c2=O)CC1	1	6	105	1.2	0.0	-3	-4	-1	95	-0.1
Cc1nn2c(COc3ccc(NC(=O)c4ccccc4Cl)cc3)nnc2c2ccccc12	5	10	92	0.47	4.2	47	12	-5	91	-0.3
O=c1c2ccccc2ncn1-c1ccccc1F	-4	1	98	0.94	0.5	-4	7	4	98	-0.4
Cc1c(Cl)cccc1NC(=S)N(Cc1cccs1)C1CCCC1	7	8	109	1.1	1.1	-4	-10	-7	90	0.1
C=CCNc1oc(Cc2cccc3ccccc23)nc1C#N	18	4	98	0.98	5.6	3	8	-18	96	-0.1
O=C(NCCCc1ccccc1)c1cccs1	9	-12	105	1.8	1.4	-5	-4	-9	111	1.6
CCc1ccc(/C=C2/SC(=S)N(CC(=O)Nc3nc4ccccc4s3)C2=O)cc1	14	-9	133	0.98	2.9	6	-27	-14	108	-0.5
COc1ccccc1OC(C)C(=O)NNC(=S)NC1CCCC1 (stereo unspecified)	1	1	95	1	-0.1	-3	17	-1	98	1.4
O=C(COc1ccc(Cl)cc1)NCCSCc1ccccc1Cl	-6	0	103	1.1	1.0	-7	-5	6	100	-0.1
Cc1cc(CC(C)C)n(-c2nc3ccccc3c(=O)n2OCC(N)=O)n1	16	-6	107	0.5	0.9	1	-4	-16	106	0.1
Cn1c(=O)c2c(nc(N/N=C3\CCCc4ccccc43)n2Cc2ccc(F)cc2)n(C)c1=O	-5	2	95	1.2	4.3	-4	6	4	98	-0.3
CC(C)(C#CCN1CCCCC1)OCCOC(c1ccccc1)c1ccccc1	3	0	106	1.1	1.8	-1	-3	-3	100	-0.2

Two of the compounds above, with two lines to a compound.
The line under a structure holds: APP 5'UTR act, STAT1 blocker, STAT3 act, NF-kB neuron act, RAM network inh, FLuc inh counter, STAT3 blocker, APP 5UTR inh, STAT1 act, Hsp70 act
Cc1nn2c(COc3ccc(NC(=O)c4ccccc4Cl)cc3)nnc2c2ccccc12
  5, 10, 92, 0.47, 4.2, 47, 12, -5, 91, -0.3
O=c1c2ccccc2ncn1-c1ccccc1F
  -4, 1, 98, 0.94, 0.5, -4, 7, 4, 98, -0.4

(cont.)
SMILES	APP 5'UTR act	STAT1 blocker	STAT3 act	NF-kB neuron act	RAM network inh	FLuc inh counter	STAT3 blocker	APP 5UTR inh	STAT1 act	Hsp70 act
Cc1nc2c(C(=O)NCc3ccccc3)c[nH]n2c(=O)c1Cl	4	-1	104	1	0.8	-6	0	-4	101	-0.4
CC(C)NC(=S)N1CCN(Cc2ccc3c(c2)OCO3)CC1	-2	-3	103	0.95	1.3	-5	2	2	101	-0.1
Cc1cc(=O)oc(C)c1C(=O)N1CCN(C)CC1	-3	1	103	1.1	0.3	-10	0	3	99	-0.1
Cc1ccc2cc(CCNC(=O)C(C)(C)C)c(=O)[nH]c2c1	15	15	97	1.1	1.0	2	4	-15	87	-0.3
CCOC(=O)N1CCC2(CC1)C(C(=O)C13CC4CC(CC(C4)C1)C3)C2(C#N)C#N (stereo unspecified)	-5	6	95	0.92	1.7	-2	10	5	95	-0.2
O=C(c1ccc(F)cc1)c1c[nH]c(C(=O)NCc2cccnc2)c1	17	-5	103	0.84	2.6	-6	1	-17	105	-0.1
O=C(Nc1ccc(-c2cn3ccsc3n2)cc1)C1CC1	83	-12	84	3.2	0.9	87*	23	-83	111	-0.5
Cc1nnsc1NC(=O)OCc1ccc(Cl)cc1Cl	10	3	86	0.96	0.1	-1	27	-10	97	-0.1
COc1ccc2[nH]c(C)c(CCN3C(=O)C4CC=CCC4C3=O)c2c1 (stereo unspecified)	-10	-5	104	0.9	0.5	-8	0	10	104	-0.2

Compound activity from PubChem.
